Compound activity: PubChem, National Center for Advancing Translational Sciences (NCATS)
TGFb SMAD3 inh: blocks TGF-b signaling. HepG2 CAGA-GFP TGF-b/SMAD3 reporter, GFP fluorescence, 18 h; TGF-beta stimulated, 500 pg/mL final. Potency, µM (top dose mostly 46.1 µM), without a hit: at the highest dose activity, negative = inhibition, most hits filed as inhibitors. 410,000 tested, 1.2% active. AID 588855; further: potency means the concentration at half of the fitted maximal effect; on the % scale 0 is the no-effect control and ±100 the full control effect; nearly all actives have a fitted effect of over 65% in size
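Using HEPG2 CAGA-GFP reporter cells at 1000 cells/well, we pinned test compounds, stimulated with recombinant TGF-beta (500 pg/mL final) and measured total well GFP after 18 h.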
HepG2 viability: counter-screen for TGF-b inhibitors: cytotoxicity in HepG2 cells; Potency, µM (doses to about 46.1 µM), for the others: at the highest dose activity change, negative = cytotoxicity, hits mostly cytotoxic; 410,000 tested, 0.76% active; HepG2 CAGA-GFP viability, ATP luminescence, 18 h; further: potency means the concentration at half of the fitted maximal effect; some results filed as inactive show a strong effect at the top dose
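CellTiter-Glo luminescence gave cytotoxicity after 18 hours at 37 degrees C. The cells were HepG2 CAGA-GFP in 1% FBS DMEM, stimulated with 500 pg/mL TGF-beta after compound addition. %Activity was normalised to no-cell wells (complete cell-killing) and DMSO (no toxicity), and curves were fitted and classified.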
Nrf2 inh: Nrf2 pathway inhibition; A549 ARE-Fluc reporter, luciferase luminescence, 18-24 h; Potency, µM (titrated, usually from 46 µM), without a hit: top-dose activity change, negative = inhibition, most hits filed as inhibitors; 360,000 tested, 2.1% active; further: potency means the concentration at half of the fitted maximal effect; on the % scale 0 is the no-effect control and ±100 the full control effect; nearly all actives have a fitted effect of over 60% in size
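Nrf2 activity is the BugLite luminescence, read 15 min after reagent at room temperature, following CellTiter-Fluor cytotoxicity readout (30 min, 37C). Compound titrations were applied for 18-24 h to 5000 A549 ARE_Fluc cells/well in 5% FBS OPTI-MEM.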
IL-2 act: activates IL-2 in a cell-based reporter assay | 360,000 tested, 0.065% active | IL-2 activation reporter assay, cell-based qHTS; stimulated with anti-CD3/CD4/CD28 beads; in transgenic mouse T cells | AID 652025 | activation, % (series mostly up to about 46 µM); in the data active means activation above about 50%; inconclusive means mostly about 30% to 49%; further: 0% is about no effect
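Readout is EGFP and DsRed signal by fluorescent plate cytometry after 18 h at 37 degrees C. Transgenic mouse T cells (750/well) received compound for 60 min before bead stimulation (anti-CD3, anti-CD4, anti-CD28); memory T cells served as non-tolerant control.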
ATXN viability: reduces viability in counter-screen for ATXN expression inhibitors | Potency, µM (top dose mostly 56.7 µM), most hits filed as cytotoxic | AID 651635 | 400,000 tested, 0.49% active | S2 cells (HEK-293 line with an ATXN2-luciferase reporter) viability, CellTiter-Fluor protease fluorescence, 24 h; further: potency means the concentration at half of the fitted maximal effect; nearly all actives have a fitted effect of over 40% in size
Nrf2 ARE act: activators of Nrf2 (ARE) signaling. AREc32 ARE-luciferase reporter (MCF7-derived line), luminescence, 24 h. Potency, µM (series often up to 46.1 µM), for the others: top-dose activation, actives largely listed as activators. 410,000 tested, 0.31% active; further: potency means the concentration at half of the fitted maximal effect; % of control where 0% means no effect; nearly all actives have a fitted effect of over 65% in size
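For detection, Steady-Glo was added and plates sat 30 min at RT; before that, AREc32_Fluc cells grown overnight in OPTI-MEM/5% FBS had been treated with 23 nL compound for 24 hr at 37 deg C.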
EPAC2 agonist: activates human EPAC2 exchange factor | EPAC2 activation, biochemical qHTS; response scale: 100% = 6.5 mM cAMP response | Potency, µM (series often up to 154 µM), for the others: at the top dose activation, actives largely listed as activators | 360,000 tested, 0.079% active; further: potency means the concentration at half of the fitted maximal effect; nearly all actives have a fitted effect of over 50% in size
Target sequence (Q8WZA2 whole entry, looked up): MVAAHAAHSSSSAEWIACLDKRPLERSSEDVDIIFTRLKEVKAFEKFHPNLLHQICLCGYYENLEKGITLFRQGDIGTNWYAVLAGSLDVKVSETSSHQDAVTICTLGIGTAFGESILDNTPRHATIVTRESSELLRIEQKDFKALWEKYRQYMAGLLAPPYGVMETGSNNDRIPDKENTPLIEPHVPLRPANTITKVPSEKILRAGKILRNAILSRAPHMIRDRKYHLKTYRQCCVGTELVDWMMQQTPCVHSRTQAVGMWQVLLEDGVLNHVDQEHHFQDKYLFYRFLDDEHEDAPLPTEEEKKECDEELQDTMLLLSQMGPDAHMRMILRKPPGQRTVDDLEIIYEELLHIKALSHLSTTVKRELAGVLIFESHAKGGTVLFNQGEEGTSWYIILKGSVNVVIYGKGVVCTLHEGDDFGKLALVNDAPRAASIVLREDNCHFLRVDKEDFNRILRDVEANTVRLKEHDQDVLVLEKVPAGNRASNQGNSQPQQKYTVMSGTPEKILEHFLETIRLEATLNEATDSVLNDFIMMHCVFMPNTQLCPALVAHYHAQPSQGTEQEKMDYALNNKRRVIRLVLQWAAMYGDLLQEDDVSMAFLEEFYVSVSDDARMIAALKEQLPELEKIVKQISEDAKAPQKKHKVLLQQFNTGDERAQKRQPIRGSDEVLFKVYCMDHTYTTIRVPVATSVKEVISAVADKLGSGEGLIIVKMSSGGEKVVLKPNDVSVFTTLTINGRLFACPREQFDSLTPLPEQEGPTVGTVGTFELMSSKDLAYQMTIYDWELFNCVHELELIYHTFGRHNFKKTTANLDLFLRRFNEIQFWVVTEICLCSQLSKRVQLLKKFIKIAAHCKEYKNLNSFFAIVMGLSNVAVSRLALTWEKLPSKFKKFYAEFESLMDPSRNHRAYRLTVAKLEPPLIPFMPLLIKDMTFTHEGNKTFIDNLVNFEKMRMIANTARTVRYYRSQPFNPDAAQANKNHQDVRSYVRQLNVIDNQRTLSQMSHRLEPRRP
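Guanine nucleotide exchange by EPAC2 is measured as reduced fluorescence of BODIPY-GDP once it is released from 250 nM Rap1B. Plates are read kinetically for 30 min at room temperature; results are scaled to 6.5 mM cAMP.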
ATXN2 expr inh: ATXN2 expression inhibition | 360,000 tested, 0.72% active | Potency, µM (highest dose often 57 µM), without a hit: at the top dose activity change, negative = inhibition, most hits filed as inhibitors | HEK-293 ATXN2-luciferase reporter, luminescence, 24 h | AID 1745845; further: potency means the concentration at half of the fitted maximal effect; on the % scale 0 is the no-effect control and ±100 the full control effect; nearly all actives have a fitted effect of over 55% in size
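qHTS (up to 57 uM final) was run with 24 h compound exposure of reporter cells at 37 °C. Each well was multiplexed: SteadyGlo luminescence measured ATXN2-luciferase expression after a fluorogenic Gly-Phe-AFC viability readout (25 uM final).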
A549 viability: A549 cytotoxicity, counter-screen for Nrf2 inhibitors | A549 ARE-Fluc cells, CellTiter-Fluor viability, 18-24 h | Potency, µM (highest dose often 46 µM), for inactives: top-dose activity change, negative = cytotoxicity, actives largely listed as inhibitors | 390,000 tested, 0.16% active; further: potency means the concentration at half of the fitted maximal effect; on the % scale 0 is the no-effect control and ±100 the full control effect
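A549 ARE_Fluc cells in 5% FBS OPTI-MEM were exposed to compounds in concentration-response for 18-24 h at 37 deg C. Viability was read by CellTiter-Fluor fluorescence (Ex 405/Em 525) after 30 min, before the luciferase read.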
The depositor's hits bear a star; i = inactive; ? = inconclusive; nt = not tested or not shown; & = joins results of further samples; [ ] = another dose, or the depositor's remark. Unless noted, the call rests on the fitted dose curve; in most records, active means well fitted curve in the direction sought with a large enough effect; inconclusive means small, poorly fitted or top-dose-only effect, or another doubt; inactive means no such curve, though single readings can be large; an effect the other way counts as inactive or inconclusive.

SMILES	TGFb SMAD3 inh	HepG2 viability	Nrf2 inh	IL-2 act	ATXN viability	Nrf2 ARE act	EPAC2 agonist	ATXN2 expr inh	A549 viability
Cc1cc(=O)n2nc(-c3ccccc3)sc2c1C#N	7%	-15%	16%	-0.8	i	2.2µM*	6%	15%	-11%
COc1ccc(S(=O)(=O)NCCC(=O)OCc2cc(=O)oc3cc(C)ccc23)cc1[N+](=O)[O-]	3%	17%	-6%	0.3	i	0.1%	17%	0%	5%
CC(C(=O)N1CCCCC1)n1sc2ccccc2c1=O (stereo not drawn)	5%	1%	?	-0.1	i	2.6%	-9%	45%[activator]	-2%
Cc1cc(NC(=O)COc2ncnc3sc(C)c(C)c23)no1	2%	-9%	-2%	3.5	i	-1.1%	-2%	-17%	-5%
CCOc1cccc(-c2c(C(=O)N/N=C/c3cccnc3)nnn2-c2nonc2N)c1	3%	-6%	-15%	-1.7	i	-0.6%	-5%	2%	1%
Cn1c(=O)c2c(nc(N3CCN(c4ccccn4)CC3)n2Cc2ccccc2Cl)n(C)c1=O	-18%	3%	nt	0.0	i	0.3%	-4%	-3%	-13%
CCCOP(=O)(c1ccc(N(C)C)cc1)C(O)c1ccccc1OC (stereo not drawn)	-29%	-2%	4%	-0.3	i	0.3%	6%	4%	-4%
O=C(C(=S)N1CCOCC1)c1c[nH]c2ccccc12	-14%	-23%	-27%	-4.9	i	0.2%	-5%	-9%	-2%
CCc1nc(N)nc(N)c1-c1ccc(Cl)c(N=[N+]=[N-])c1	0%&-18%	-50%&-58%	?	-5.4&0.5	i	3.0%&4.9%	-8%&15%	-21%&-26%	-6%&3%
Cc1ccc(SCCOCCN2CCOCC2)cc1	7%	7%	?	-0.1	i	-0.3%	-5%	5%	5%
COC(=O)CSc1nnc(-c2ccncc2)n1N	11%	-3%	10%	-0.1	i	0.3%	-4%	-4%	nt
Cc1noc(C)c1COC(=O)CCCNC(=O)c1ccc(Cl)cc1	-1%	-8%	21%	-1.6	i	3.1%	6%	nt	15%
CCOC(=O)N1CCN(C(=O)CSc2nnc(CNC(=O)c3c(F)cccc3Cl)o2)CC1	13%	-15%	?	0.3	i	-0.4%	-5%	-21%	?
Cc1ccc(NC(=S)NCc2ccccc2)cc1S(=O)(=O)N1CCCCC1	16µM*	-24%	?	-0.8	?	-0.8%	9%	nt	-4%
Cn1c(CCNC(=O)c2ccco2)nc2cc([N+](=O)[O-])ccc21	-11%	2%	-11%	-0.2	i	-0.3%	9%	6%	-4%
C=CC(n1cncn1)C(O)(c1ccccc1)c1ccccc1 (stereo not drawn)	1%	-1%	-22%	0.1	i	-1.0%	8%	-3%	-4%
CC(C)(C)c1ccc(OCC(O)CN2CCN(C(=O)c3ccccc3)CC2)cc1 (stereo not drawn)	-19%	-37%	3%	-1.0	?	-1.1%	3%	nt	0%
CCCOc1ccc(N2C(=O)CC(N3CCN(c4nc5ccccc5s4)CC3)C2=O)cc1 (stereo not drawn)	-7%	-6%	nt	-2.3	i	-0.2%	-12%	-17%	0%
CS(=O)(=O)N(Cc1ccco1)Cc1ccccc1Cl	2%	-2%	0%	-2.0	i	-0.6%	0%	-9%	2%
O=c1cc(-c2ccc(F)cc2)nc(SCc2nc(-c3ccccc3Cl)no2)[nH]1	-24%	-5%	nt	nt	nt	0.0%	nt	nt	10%

Nothing new here: an excerpt of the list.
SMILES	TGFb SMAD3 inh	HepG2 viability	Nrf2 inh	IL-2 act	ATXN viability	Nrf2 ARE act	EPAC2 agonist	ATXN2 expr inh	A549 viability
Cc1ccc(SCCOCCN2CCOCC2)cc1	7%	7%	?	-0.1	i	-0.3%	-5%	5%	5%
COC(=O)CSc1nnc(-c2ccncc2)n1N	11%	-3%	10%	-0.1	i	0.3%	-4%	-4%	nt
Cc1noc(C)c1COC(=O)CCCNC(=O)c1ccc(Cl)cc1	-1%	-8%	21%	-1.6	i	3.1%	6%	nt	15%
CCOC(=O)N1CCN(C(=O)CSc2nnc(CNC(=O)c3c(F)cccc3Cl)o2)CC1	13%	-15%	?	0.3	i	-0.4%	-5%	-21%	?
Cc1ccc(NC(=S)NCc2ccccc2)cc1S(=O)(=O)N1CCCCC1	16µM*	-24%	?	-0.8	?	-0.8%	9%	nt	-4%
Cn1c(CCNC(=O)c2ccco2)nc2cc([N+](=O)[O-])ccc21	-11%	2%	-11%	-0.2	i	-0.3%	9%	6%	-4%
C=CC(n1cncn1)C(O)(c1ccccc1)c1ccccc1 (stereo not drawn)	1%	-1%	-22%	0.1	i	-1.0%	8%	-3%	-4%
CC(C)(C)c1ccc(OCC(O)CN2CCN(C(=O)c3ccccc3)CC2)cc1 (stereo not drawn)	-19%	-37%	3%	-1.0	?	-1.1%	3%	nt	0%
CCCOc1ccc(N2C(=O)CC(N3CCN(c4nc5ccccc5s4)CC3)C2=O)cc1 (stereo not drawn)	-7%	-6%	nt	-2.3	i	-0.2%	-12%	-17%	0%
CS(=O)(=O)N(Cc1ccco1)Cc1ccccc1Cl	2%	-2%	0%	-2.0	i	-0.6%	0%	-9%	2%
O=c1cc(-c2ccc(F)cc2)nc(SCc2nc(-c3ccccc3Cl)no2)[nH]1	-24%	-5%	nt	nt	nt	0.0%	nt	nt	10%

Going on with the list:
SMILES	TGFb SMAD3 inh	HepG2 viability	Nrf2 inh	IL-2 act	ATXN viability	Nrf2 ARE act	EPAC2 agonist	ATXN2 expr inh	A549 viability
O=C(O)CCCC(=O)OCCCCc1cccs1	-2%	4%	0%	-1.3	i	-0.4%	2%	-1%	nt
CCOC(=O)C(NCCc1ccccc1)(NC(C)=O)C(F)(F)F (stereo not drawn)	3%	7%	-13%	-3.9	i	0.3%	6%	-2%	3%
Cc1ccc(S(=O)(=O)Oc2ccccc2/C=N/N=C(N)N)cc1	?	-74%	1%	-3.6	i	4.7%	5%	-30%	4%
O=C(NCCc1ccc(F)cc1)Nc1ccc([N+](=O)[O-])cc1	?	-49%	-24%	-1.4	i	0.0%	3%	-6%	-6%
O=C(NCc1ccco1)/C(=C\c1cccc([N+](=O)[O-])c1)NC(=O)c1ccco1	-11%	-1%	12%	-0.3	i	0.4%	2%	3%	-13%
CC(C)(C)OC(=O)N1CCC(c2c(C(=O)N3CCN(Cc4ccccc4)CC3)cnn2-c2ccc(Cl)cc2)CC1	-3%	-14%	-7%	nt	nt	0.2%	nt	nt	3%
COC(=O)N1C(=O)[C@](c2ccccc2)(C(C)C)N1C(=O)OC	-49%	-38%	-16%	-0.2	?	24%	4%	-1%	2%
CCNC(=S)N/N=C/c1cc(Br)cc(Br)c1OC	1%	-19%	nt	-1.3	i	-0.2%	-4%	2%	3%
Cc1cc(NS(=O)(=O)c2ccc(NC(=O)COc3cc(C)c(Cl)c(C)c3)cc2)no1	12%	-16%	-19%	-0.5	i	-0.1%	-3%	nt	-10%
Cc1ccc(NC(=O)CSc2ccc3c(c2)OCCO3)nc1	?	-20%	-15%	1.2	i	0.0%	3%	5%	0%
CC(=O)Nc1sc(N/N=C\c2ccc(O)cc2)nc1-c1cccs1	3%	-61%	1%	0.2	i	7.3%	14%	nt	9%
CC(C)(C)SCCNC(=O)CN1C(=O)c2ccccc2S1(=O)=O	-7%	-11%	0%	-1.2	i	-2.0%	5%	3%	-2%
COc1ccccc1N1CCN(/N=C/c2cccc(O)c2)CC1	1%	10%	13%	-0.1	i	0.1%	8%	58%[activator]	0%
O=C(CN(C(=O)CNS(=O)(=O)c1ccc(F)cc1)c1ccccc1)NCc1ccco1	-25%	-11%	5%	-4.3	i	0.3%	7%	7%	1%
COc1ccc(C2C(C#N)=C(N)Oc3cc(C)n(Cc4ccco4)c(=O)c32)cc1 (stereo not drawn)	-11%	8%	4%	1.1	i	3.5%	4%	-1%	-5%
COC(=O)CSc1nnc(COc2ccc([N+](=O)[O-])cc2)n1C	9%	2%	6%	-1.5	i	-0.8%[9.22 µM]	-2%	-17%	-4%
COc1cccc(NC(=O)c2cnc(SCC(=O)N3CCOCC3)n(C)c2=O)c1	0%	5%	nt	nt	i	-0.6%	nt	15%	0%
COc1ccc(CN(CC(=O)NCc2ccccc2)C(=O)CCC(=O)Nc2nccs2)cc1	10%	0%	-3%	0.6	i	-0.8%	-5%	-2%	-1%
CCn1ncc(C2=NOC(C(=O)NCC(C)C)C2)c1C (stereo not drawn)	17%	-5%	-6%	-1.6	?	-0.5%	-10%	-30%	-2%
COc1ccc2cc(C(=O)N3CCN(c4ccccc4OC)CC3)[nH]c2c1	?	-8%	?	2.2	i	0.9%	9%	-5%	-7%
OC(CNC1CCCCC1)CON=C1CCSc2c(Cl)cccc21 (stereo not drawn)	?	-112%	nt	-3.0	?	-5.6%	4%	nt	nt
CCC1(CC)C(=O)NC(=O)NC1=Nc1cccc(OC)c1	21%	-6%	nt	1.0	i	-0.3%	6%	3%	-2%
Cc1ccc(OCC(=O)NC2CCS(=O)(=O)C2)c(C)c1 (stereo not drawn)	5%	-2%	6%	-3.5	i	0.4%	4%	0%	0%
CC1(C)Cc2c(cnn2-c2cccc(F)c2)C(NC(=O)CSc2ccccn2)C1 (stereo not drawn)	-29%	-18%	1%	-0.7	nt	3.9%	6%	nt	-1%
COc1ccc(NC(=O)c2cc3c(=O)n(C)c4ccccc4c3n2C)cc1Cl	-1%	5%	-7%	0.1	i	-0.5%	2%	-8%	-6%
